hiPSC survival: increases survival of single human iPS cells | AID 602274 | hit rate 0.044% among 360,000 | survival enhancement, % at 20 µM | hiPSC single-cell survival, ATPlite luminescence; 100% = ROCK inhibitor wells, 0% = DMSO; in the data active = survival enhancement above about 18%;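 also: cells exposed to compounds for 16 hours before the ATP read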
ABCB6 inh 2: blocks the human ABCB6 transporter | hit rate 0.19% among 360,000 | fluorescence ratio to DMSO, % at 10 µM | K562-ABCB6 porphyrin accumulation, flow cytometry, 1 h; stronger effect = lower value | Q9NP58;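 active = fluorescence ratio to DMSO below 75%, the collection mean minus 3 SD; inconclusive = too few cells collected in the well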;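 also: signal is porphyrin accumulated inside mitochondria; 100% equals median channel fluorescence of DMSO control wells; lower ratio means ABCB6 inhibition with less porphyrin fluorescence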
H9c2 protect: myocardial damage modulation in H9c2 cells; AID 588492; protection from H2O2 cell death, % at 20 µM; hit rate 0.63% among 360,000; H9c2 cardiomyocytes, H2O2 injury protection, ATPLite, 2 h;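 active = compounds giving at least 50% protection of heart cells from peroxide-induced death in the single-dose screen, raw or plate-pattern-corrected value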;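 also: 0% = DMSO wells with peroxide and 100% = DMSO wells without peroxide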
HTR2A ag: agonists of mouse serotonin 5-HT2A receptor (HTR2A); P35363; CHO-K1 mHTR2A beta-arrestin complementation, luminescence; percent of 30 µM serotonin response; hit rate 0.66% among 360,000; activation, % at 7.6 µM;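 active = activation above a run cutoff, the mean activation of all tested compounds plus 3 SD, cut at about 14% in these data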;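 also: 0% = plate median of compound wells and 100% = 30 µM serotonin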
Target sequence (P35363 whole entry, looked up): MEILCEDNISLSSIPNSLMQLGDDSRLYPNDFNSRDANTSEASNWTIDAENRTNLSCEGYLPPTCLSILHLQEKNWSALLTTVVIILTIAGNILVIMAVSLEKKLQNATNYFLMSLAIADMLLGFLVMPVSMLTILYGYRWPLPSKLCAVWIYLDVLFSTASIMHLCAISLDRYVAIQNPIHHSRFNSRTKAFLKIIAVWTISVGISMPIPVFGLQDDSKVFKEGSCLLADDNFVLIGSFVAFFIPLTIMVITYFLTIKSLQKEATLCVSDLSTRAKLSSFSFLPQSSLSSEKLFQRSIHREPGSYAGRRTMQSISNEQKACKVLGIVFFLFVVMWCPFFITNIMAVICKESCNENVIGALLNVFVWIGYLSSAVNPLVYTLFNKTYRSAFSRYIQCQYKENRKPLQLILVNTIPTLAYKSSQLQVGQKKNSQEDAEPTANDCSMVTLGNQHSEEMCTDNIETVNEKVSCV
Glyco luc inh: blocks N-linked glycosylation in D54 reporter cells. hit rate 0.23% among 360,000. D54 ERlucT glycosylation luciferase reporter, 24 h; percent of 100 nM tunicamycin response. reporter increase, % at 12.5 µM;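 active = mean luciferase reporter signal, scaled so untreated is 0 and the glycosylation-blocking control 100, at or above a set limit in every replicate; inconclusive = mean reaches the limit but not every replicate does; inactive = mean below the limit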;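 also: luciferase carries N-glycosylation sites so blocking glycosylation raises the light; 0% = median of neutral control wells and 100% = median of 100 nM tunicamycin wells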
PDI turbidity: inhibitors of human protein disulfide isomerase; P07237; PDI insulin aggregation turbidity, A650, 90 min; inhibition, % at 10 µM; hit rate 0.052% among 350,000;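 active = mean inhibition across replicates of 30% or more, whatever share of single replicates reach that level; inconclusive = mean inhibition below 30% while every single replicate reaches 30%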;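 also: absorbance from insulin aggregation driven by PDI reduction with DTT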
Target sequence (P07237 whole entry, looked up): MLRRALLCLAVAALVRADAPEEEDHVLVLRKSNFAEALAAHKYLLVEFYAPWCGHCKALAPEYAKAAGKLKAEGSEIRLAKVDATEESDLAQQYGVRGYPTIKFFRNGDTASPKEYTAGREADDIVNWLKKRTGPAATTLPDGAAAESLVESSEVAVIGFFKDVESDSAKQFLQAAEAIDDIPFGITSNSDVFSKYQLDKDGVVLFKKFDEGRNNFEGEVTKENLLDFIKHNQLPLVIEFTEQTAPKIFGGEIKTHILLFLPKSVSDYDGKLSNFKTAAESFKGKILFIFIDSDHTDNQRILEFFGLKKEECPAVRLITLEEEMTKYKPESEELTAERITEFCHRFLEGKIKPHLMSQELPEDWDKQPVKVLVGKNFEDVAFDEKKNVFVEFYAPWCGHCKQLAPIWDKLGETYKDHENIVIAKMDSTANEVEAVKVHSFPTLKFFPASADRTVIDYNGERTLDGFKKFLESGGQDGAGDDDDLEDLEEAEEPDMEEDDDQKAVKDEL
aDG glyco up: alpha-DG glycosylation activation. Pro5-aDG cells, alpha-DG glycosylation AlphaScreen (IIH6); 0% Pro5, 100% B10-LARGE cell signal. hit rate 0.22% among 360,000. activation, % at 10 µM. AID 624168;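 active = activation of at least 8% versus controls, or a plate z-score of at least 8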;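 also: Pro5 are CHO cells carrying HIG-tagged alpha-DG that lacks glycosylation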
Vif inh: blocks HIV Vif function | HEK293T cells, Vif self-association by quenched fluorescence, imaging, 24 h | inhibition, % at 7.49 µM | hit rate 0.35% among 340,000; in the data active = inhibition above about 50%, passing the limit was not always enough; inconclusive = no clear call, values can overlap the other calls; inactive = below about 31%; also: some results filed as inactive read as strong as hits
CaV13 FRET inh: Disruptors of the CACNA1D IQ motif to Ca2+-dependent inactivation inhibitor domain association, primary screening, Förster resonance energy transfer in intact living …; HEK cells, CFP/YFP FRET ICDI-IQ, plate reader, 10 min; percent FRET-ratio fall versus neutral wells; inhibition, % at 12.3 µM; hit rate 0.098% among 340,000; AID 743397;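 active = mean replicate inhibition of at least 30% and at least 1% of replicates passing that level; inconclusive = only one of the two criteria is met; inactive = neither criterion is met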;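 also: 0% = median of the neutral control wells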
Granule exo inh: lytic granule exocytosis inhibition; TALL-104 LAMP-1 surface exposure, flow cytometry; cells stimulated with thapsigargin and PMA; inhibition, % at 10 µM; hit rate 0.66% among 360,000;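 active = inhibition above about 55%, limit read from the data; inconclusive = no clear call, values can overlap the other calls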
* marks the source's active call; other numbers are inactive results.

Results for Cc1ccccc1NC(=O)CSC1=C(C#N)C(c2ccsc2)CC(=O)N1 (centres undefined) ?
hiPSC survival: -1.6; ABCB6 inh 2: 103.0; H9c2 protect: -0.8; HTR2A ag: 2.0; Glyco luc inh: 8.4; PDI turbidity: 1.8; aDG glyco up: -0.3; Vif inh: 5.6; CaV13 FRET inh: -5.1; Granule exo inh: 1.2

How did COc1ccc(N2CCN(CC(=O)NC(C)c3ccccc3)CC2)cc1 (centres undefined) do in these assays?
hiPSC survival: 8.0; ABCB6 inh 2: 100.0; H9c2 protect: -1.7; HTR2A ag: 3.5; Glyco luc inh: 1.3; PDI turbidity: 15.8; aDG glyco up: 0.0; Vif inh: 1.1; CaV13 FRET inh: 3.2; Granule exo inh: -0.7

How did Cc1cccc(C(C)C)c1NC(=O)CSc1cccc[n+]1[O-] do in these assays?
hiPSC survival: -3.5; ABCB6 inh 2: 91.0; H9c2 protect: 1.0; HTR2A ag: -3.0; Glyco luc inh: -0.2; PDI turbidity: -0.6; aDG glyco up: 0.1; Vif inh: 2.4; CaV13 FRET inh: -10.3; Granule exo inh: -0.5

How did COc1cc(CNc2ccc3[nH]c(=O)[nH]c3c2)ccc1OCc1c(F)cccc1Cl do in these assays?
hiPSC survival: -0.7; ABCB6 inh 2: 90.0; H9c2 protect: 4.5; HTR2A ag: -2.5; Glyco luc inh: -3.9; PDI turbidity: 6.6; aDG glyco up: 0.2; Vif inh: 1.5; CaV13 FRET inh: -18.9; Granule exo inh: 9.0

How did CCOC(=O)C1CCN(C(=O)c2cnn3c(C)cc(C)nc23)CC1 do in these assays?
hiPSC survival: 4.1; ABCB6 inh 2: 99.0; H9c2 protect: -6.2; HTR2A ag: 0.9; Glyco luc inh: 1.2; PDI turbidity: -115.4; aDG glyco up: 0.2; Vif inh: -15.2; CaV13 FRET inh: -4.4; Granule exo inh: -0.7

Results for COc1ccc(NC(=O)NC(c2ccccc2)c2ccccc2)c(OC)c1 ?
hiPSC survival: -0.1; ABCB6 inh 2: 100.0; H9c2 protect: -3.4; HTR2A ag: -3.7; Glyco luc inh: -0.5; PDI turbidity: -2.8; aDG glyco up: 0.2; Vif inh: -3.8; Granule exo inh: -1.1

Results for Cc1cc(/C=N/NC(=O)c2ccccn2)c(C)n1-c1cccc([N+](=O)[O-])c1 ?
hiPSC survival: 2.2; ABCB6 inh 2: 97.0; H9c2 protect: 14.3; HTR2A ag: -2.5; Glyco luc inh: 2.0; PDI turbidity: -0.1; aDG glyco up: 0.5; Vif inh: 20.6; CaV13 FRET inh: -2.2; Granule exo inh: -3.2

What do the screens show for `Nc1[nH]c(C(=O)c2ccccc2)c(-c2cccc3ccccc23)c1C(=O)NCc1ccccc1`?
hiPSC survival: -0.7; ABCB6 inh 2: 103.0; HTR2A ag: 2.5; aDG glyco up: -0.6; CaV13 FRET inh: -6.1; Granule exo inh: -0.4

Results for CCOc1ncccc1C(=O)Nc1ccc(Cl)cc1 ?
hiPSC survival: -1.9; ABCB6 inh 2: 101.0; H9c2 protect: -4.1; HTR2A ag: -3.7; Glyco luc inh: 1.3; PDI turbidity: -7.0; aDG glyco up: 0.3; Vif inh: 4.4; CaV13 FRET inh: -4.6; Granule exo inh: 2.0

How did C=CCNC(=O)/C(=C\c1ccc(Br)cc1)NC(=O)c1ccccc1OC do in these assays?
hiPSC survival: -0.1; ABCB6 inh 2: 84.0; H9c2 protect: 6.9; HTR2A ag: 7.9; Glyco luc inh: 0.9; PDI turbidity: -4.1; aDG glyco up: 0.5; Vif inh: -3.2; CaV13 FRET inh: -5.2; Granule exo inh: -2.9

What do the screens show for `Cc1cnc(CNC(=O)c2ccc3oc(C(C)C)nc3c2)[nH]1`?
hiPSC survival: -0.4; ABCB6 inh 2: 108.0; H9c2 protect: 3.1; HTR2A ag: -4.4; Glyco luc inh: 1.0; PDI turbidity: 5.3; aDG glyco up: 0.5; Vif inh: 1.5; CaV13 FRET inh: -3.6; Granule exo inh: 2.3

Results for CC1(C(=O)NCc2cccs2)Cc2c(-c3cccc(C(F)(F)F)c3)ccnc2O1 (centres undefined) ?
hiPSC survival: -1.3; ABCB6 inh 2: 97.0; H9c2 protect: -2.6; HTR2A ag: -3.6; Glyco luc inh: 23.4; PDI turbidity: -51.7; aDG glyco up: -0.1; Vif inh: -11.4; CaV13 FRET inh: -4.9; Granule exo inh: 21.5

How did N#Cc1cnc2ncnn2c1-c1ccccc1 do in these assays?
hiPSC survival: -1.3; ABCB6 inh 2: 100.0; H9c2 protect: -3.3; HTR2A ag: 5.4; Glyco luc inh: 0.0; PDI turbidity: 2.6; aDG glyco up: -0.1; Vif inh: 14.5; CaV13 FRET inh: 14.6; Granule exo inh: -1.7

Results for COc1ccc(C(=O)NCc2nnc(SCC(=O)Nc3cccc(OC)c3)o2)cc1 ?
hiPSC survival: 1.8; ABCB6 inh 2: 105.0; H9c2 protect: -4.5; HTR2A ag: 5.0; Glyco luc inh: -1.3; PDI turbidity: 2.4; aDG glyco up: 0.1; Vif inh: 19.0; CaV13 FRET inh: -6.7; Granule exo inh: -0.4

What do the screens show for `COc1cc(NC(=O)COc2ccccc2[N+](=O)[O-])ccc1NC(=O)c1cccs1`?
hiPSC survival: -0.6; ABCB6 inh 2: 91.0; H9c2 protect: -11.2; HTR2A ag: 1.7; Glyco luc inh: -4.7; PDI turbidity: 0.9; aDG glyco up: 0.1; Vif inh: 52.8*; CaV13 FRET inh: -7.2; Granule exo inh: -1.8

How did CC(C)CC(=O)NC(c1ccccc1Cl)c1c(O)ccc2ccccc12 (centres undefined) do in these assays?
hiPSC survival: -0.7; ABCB6 inh 2: 96.0; H9c2 protect: -17.2; HTR2A ag: 2.7; Glyco luc inh: -2.1; PDI turbidity: -12.9; aDG glyco up: -0.2; Vif inh: -7.8; CaV13 FRET inh: -5.5; Granule exo inh: -3.2

Results for Cc1noc(C)c1S(=O)(=O)N(C)C[C@H]1OCc2cnnn2CCCC(=O)N([C@@H](C)CO)C[C@H]1C ?
hiPSC survival: -1.3; ABCB6 inh 2: 103.0; H9c2 protect: 8.2; HTR2A ag: 0.8; Glyco luc inh: 1.5; PDI turbidity: 5.4; aDG glyco up: 0.0; Vif inh: 7.8; CaV13 FRET inh: -3.4; Granule exo inh: -6.2

What do the screens show for `Cc1cccc(C)c1OC(=O)CSc1nnc(-c2ccccc2O)o1`?
hiPSC survival: -1.3; ABCB6 inh 2: 90.0; H9c2 protect: -8.5; HTR2A ag: 3.5; Glyco luc inh: -0.3; PDI turbidity: -2.0; aDG glyco up: 0.6; Vif inh: 24.6; CaV13 FRET inh: -8.0; Granule exo inh: 2.6

How did Cc1nc(C(=O)O)cc2c1[nH]c1ccccc12 do in these assays?
hiPSC survival: -0.6; ABCB6 inh 2: 98.0; H9c2 protect: 0.7; HTR2A ag: -2.4; Glyco luc inh: -5.4; aDG glyco up: -0.2; Vif inh: inconclusive; Granule exo inh: 9.9

How did O=C(COc1ccc(Cl)cc1Br)Nc1ccncc1 do in these assays?
hiPSC survival: -0.3; ABCB6 inh 2: 99.0; H9c2 protect: -18.4; HTR2A ag: 4.4; Glyco luc inh: -4.4; PDI turbidity: -3.8; aDG glyco up: 1.2; Vif inh: -1.3; CaV13 FRET inh: 7.4; Granule exo inh: 22.9

Results for O=C1C=C(NCc2ccncc2)CC(c2ccccc2)C1 (centres undefined) ?
hiPSC survival: 0.3; ABCB6 inh 2: 93.0; H9c2 protect: 9.0; HTR2A ag: 1.6; Glyco luc inh: 1.5; PDI turbidity: 0.0; aDG glyco up: -0.2; Vif inh: 21.6; CaV13 FRET inh: -5.2; Granule exo inh: -3.2

Results for CC(C)OC(=O)c1c(NC(=O)C2CC=CCC2C(=O)O)sc2c1CCCCC2 (centres undefined) ?
hiPSC survival: -0.3; ABCB6 inh 2: 99.0; H9c2 protect: 3.9; HTR2A ag: 1.7; Glyco luc inh: 0.8; PDI turbidity: 3.3; aDG glyco up: -0.3; Vif inh: -0.8; Granule exo inh: 16.2

How did COCCN1C(=O)c2oc3cc(C)c(C)cc3c(=O)c2C1c1cccc(O)c1 (centres undefined) do in these assays?
hiPSC survival: -0.5; ABCB6 inh 2: 101.0; H9c2 protect: 3.4; HTR2A ag: -4.6; Glyco luc inh: -1.3; PDI turbidity: -6.0; aDG glyco up: -0.4; Vif inh: 9.5; Granule exo inh: -0.4

What do the screens show for `Cc1cc(=O)[nH]c(NC(=O)Cc2ccccc2)n1`?
hiPSC survival: -0.6; ABCB6 inh 2: 100.0; H9c2 protect: -2.8; HTR2A ag: -0.1; Glyco luc inh: 3.2; PDI turbidity: -6.1; aDG glyco up: 0.0; Vif inh: 2.4; CaV13 FRET inh: -4.6; Granule exo inh: -8.9

What do the screens show for `CC(=O)c1c(C)[nH]c(-c2ccccc2)nc1=S`?
hiPSC survival: 1.9; ABCB6 inh 2: 102.0; H9c2 protect: 0.9; HTR2A ag: 5.0; Glyco luc inh: 0.9; PDI turbidity: 4.9; aDG glyco up: 0.2; Vif inh: -12.1; CaV13 FRET inh: -4.8; Granule exo inh: -23.3

How did COc1ccc(Cc2c(-c3ccc(C#N)cc3)nc3c4ccccc4ccn23)c(C)c1 do in these assays?
hiPSC survival: 0.5; ABCB6 inh 2: 129.0; HTR2A ag: -0.1; aDG glyco up: 3.0; CaV13 FRET inh: -5.4; Granule exo inh: -1.3

Results for CCc1nc(NCc2ccc3c(c2)OCO3)c2oc3ccccc3c2n1 ?
hiPSC survival: -1.0; ABCB6 inh 2: 93.0; H9c2 protect: -12.4; HTR2A ag: -1.4; Glyco luc inh: 1.1; PDI turbidity: -0.4; aDG glyco up: 0.1; Vif inh: -7.2; CaV13 FRET inh: -3.0; Granule exo inh: -2.5

What do the screens show for `CN(C)/C=C/C(=O)Oc1ccc(Cl)cc1Cl`?
hiPSC survival: -0.6; ABCB6 inh 2: 108.0; H9c2 protect: -1.3; HTR2A ag: 7.9; Glyco luc inh: 0.1; PDI turbidity: -2.2; aDG glyco up: -0.4; Vif inh: 5.0; CaV13 FRET inh: -23.1; Granule exo inh: 7.7

What do the screens show for `CSc1nc2ccc(NS(=O)(=O)c3ccc(Cl)s3)cc2s1`?
hiPSC survival: 1.5; ABCB6 inh 2: 96.0; H9c2 protect: -24.2; HTR2A ag: -2.1; Glyco luc inh: 1.0; PDI turbidity: -2.7; aDG glyco up: -0.3; Vif inh: 2.9; CaV13 FRET inh: -3.7; Granule exo inh: -1.2

What do the screens show for `COc1ccc(OCCNC(=O)C(c2ccccc2)c2ccccc2)cc1`?
hiPSC survival: -1.9; ABCB6 inh 2: 125.0; H9c2 protect: -2.3; HTR2A ag: -2.2; Glyco luc inh: -3.2; PDI turbidity: -5.3; aDG glyco up: 0.3; Vif inh: -8.5; CaV13 FRET inh: -4.9; Granule exo inh: -0.1

Results for CC(OC(=O)c1nc(Cl)ccc1Cl)C(=O)NCc1ccccc1 (centres undefined) ?
hiPSC survival: 2.4; ABCB6 inh 2: 284.0; H9c2 protect: 8.5; HTR2A ag: 3.7; Glyco luc inh: 2.1; PDI turbidity: 5.5; aDG glyco up: -0.3; CaV13 FRET inh: -10.9; Granule exo inh: 2.8

Results for Cc1ccccc1NS(=O)(=O)c1ccc(OCC(=O)NCc2cccnc2)cc1 ?
hiPSC survival: -0.9; ABCB6 inh 2: 101.0; H9c2 protect: 2.9; HTR2A ag: -5.8; Glyco luc inh: -2.4; PDI turbidity: 1.1; aDG glyco up: 0.1; Vif inh: 4.0; CaV13 FRET inh: -10.3; Granule exo inh: 33.1

Bioassay records: PubChem BioAssay, several laboratories
